# High-throughput results (PubChem BioAssay)
# Tau fibril FP: blocks human tau fibril formation measured by polarization; K18 P301L tau heparin fibrillization, Alexa594 FP, 6 h; Potency, µM (top dose mostly 57.7 µM), for inactives: at the top dose activity, negative = inhibition, hits mostly inhibitors; 280,000 compounds, 0.39% hits; also: nearly all actives have a fitted effect of over 55% in size
#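 Steps: dispense K18 P301L tau (15 uM plus 0.24 uM Alexa 594 tracer, final) in pH 7 sodium acetate; add compound; add heparin (20 uM final); incubate 6 hr, 37 C; add ThT (30 uM final); after 1 hr ambient, read FP.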
# Tau fibril ThT: tau fibrillization inhibition (ThT binding); P10636; recombinant tau K18 P301L (four-repeat tau fragment), heparin-induced fibrillization, ThT fluorescence; Potency, µM (highest dose often 57.4 µM), for inactives: at the top dose activity, negative = inhibition, usual class: inhibitors; 270,000 compounds, 2.1% hits; also: nearly all actives have a fitted effect of over 55% in size
#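 Tau K18 P301L fragment (15 uM unlabeled plus 0.24 uM Alexa 594-labeled) in 100 mM sodium acetate pH 7 with compound, fibrillization induced by 20 uM heparin for 6 hr at 37 C. Thioflavin T (30 uM) added, fluorescence read after 1 hr (ex 450, em 510 nm).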
# L3MBTL1 block: inhibitors of human L3MBTL1; Potency, µM (top dose mostly 57.1 µM), inactives show at the top dose activity, negative = inhibition, most hits filed as inhibitors; 230,000 compounds, 0.66% hits; Q9Y468; AlphaScreen L3MBTL1–H3K9me1 peptide binding; AID 485360; also: nearly all actives have a fitted effect of over 60% in size
#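 First, the protein-peptide complex forms for 30 min at room temperature (L3MBTL1 50 nM, biotinylated H3K9me1 peptide 75 nM). Next, compounds are pin-transferred and incubated 30 min. Finally, AlphaScreen beads are added and read after 30 min.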
# TRb SRC2 PPI: TRbeta-SRC2 interaction inhibition | P10828 | 280,000 compounds, 0.065% hits | Potency, µM (titrated, usually from 106 µM), inactives show at the top dose activity change, negative = inhibition, hits mostly inhibitors | TRbeta-SRC2 peptide binding, fluorescence polarization; receptor liganded with 1 µM T3;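 also: plate controls were bound peptide for no effect and peptide without receptor for full effect; nearly all actives have a fitted effect of over 50% in size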
#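 TRb LBD 0.6 uM + Texas Red SRC2 peptide 20 nM, 1 uM T3, Tris buffer w/ 5% DMSO; compound pinned, 5 h RT; FP read ex 555/em 632; normalized to unbound and bound controls.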
# TexasRed fluor: counter-screen for TRb-SRC2 inhibitors: fluorescence interference | TRb/SRC2 Texas Red total fluorescence interference | Potency, µM (series often up to 106 µM), for the others: top-dose fluorescence change, negative = quenching | 280,000 compounds, 0.29% hits | AID 1479; active = well fitted curve in either direction with a large enough effect; inconclusive = small, poorly fitted or top-dose-only effect
#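 Flags fluorescent or light-absorbing compounds by total fluorescence, S + 2P, at 555 nm excitation and 632 nm emission. Mixture: 20 nM Texas Red SRC2 peptide, 0.6 uM human TRb LBD, 1 uM T3, 5% DMSO; compound exposure 5 h at ambient temperature.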
# RECQ1 inh: blocks DNA unwinding by human RECQ1; RECQ1 DNA unwinding, red fluorescence kinetic read; Potency, µM (highest dose often 57.3 µM), for inactives: at the highest dose activity, negative = inhibition, usual class: inhibitors; 240,000 compounds, 0.54% hits; AID 2549;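 also: plate controls were vehicle for no effect and no enzyme for full effect; nearly all actives have a fitted effect of over 30% in size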
# Target sequence (P46063 whole entry, looked up): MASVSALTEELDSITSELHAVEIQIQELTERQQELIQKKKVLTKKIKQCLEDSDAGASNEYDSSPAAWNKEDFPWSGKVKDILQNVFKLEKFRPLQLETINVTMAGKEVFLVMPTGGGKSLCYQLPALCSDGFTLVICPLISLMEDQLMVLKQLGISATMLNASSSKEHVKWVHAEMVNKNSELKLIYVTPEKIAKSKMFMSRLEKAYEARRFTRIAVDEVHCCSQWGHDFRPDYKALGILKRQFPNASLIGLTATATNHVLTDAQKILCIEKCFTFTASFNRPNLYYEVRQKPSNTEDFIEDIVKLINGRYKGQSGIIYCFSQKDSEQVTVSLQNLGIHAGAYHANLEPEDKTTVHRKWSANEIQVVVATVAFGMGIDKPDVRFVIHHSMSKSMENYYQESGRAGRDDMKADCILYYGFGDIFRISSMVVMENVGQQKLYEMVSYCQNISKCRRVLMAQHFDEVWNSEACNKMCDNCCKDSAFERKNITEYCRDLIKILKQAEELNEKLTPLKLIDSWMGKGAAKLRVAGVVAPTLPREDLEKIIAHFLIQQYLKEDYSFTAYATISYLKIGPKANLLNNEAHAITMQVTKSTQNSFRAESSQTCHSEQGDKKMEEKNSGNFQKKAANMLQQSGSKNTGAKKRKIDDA
#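 RECQ1T1 50 nM; forked duplex (20 bp + 30-nt ss tails) 200 nM, ATP 2 mM final; pH 8.0, 2 mM MgCl2, 2.5 ug/ml poly(dI-dC); 15 min compound preincubation; discontinuous kinetic read over 2 h at RT.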
# KDM4E inh: JMJD2E (human) inhibition | JMJD2E catalytic domain, FDH-coupled NADH fluorescence (FDH is formaldehyde dehydrogenase) | Potency, µM (top dose mostly 57.1 µM), inactives show at the highest dose activity change, negative = inhibition, actives largely listed as inhibitors | AID 2147 | 230,000 compounds, 1.6% hits; active = well fitted inhibition curve with a large enough effect, not every such curve was filed as active; inconclusive = small, poorly fitted or top-dose-only effect, or another doubt; inactive = no such curve, though single readings can be large or run the other way;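 also: 0% = wells with enzyme and -100% = buffer wells without enzyme; nearly all actives have a fitted effect of over 50% in size; many of its hits are not listed in these tables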
# GoLoco inh red: inhibitors of human Gai1-RGS12 GoLoco interaction (red fluorophore). Gai1:RGS12 GoLoco peptide FP, rhodamine, 10 min. AID 880. 230,000 compounds, 0.44% hits. Potency, µM (top dose mostly 61.6 µM), for inactives: top-dose activity, negative = inhibition, actives largely listed as inhibitors. P63096; active = well fitted inhibition curve with a large enough effect, not every such curve was filed as active; inactive = no such curve, though single readings can be large or run the other way; also: nearly all actives have a fitted effect of over 30% in size; many of its hits are not listed in these tables
# Target sequence (P63096 whole entry, looked up): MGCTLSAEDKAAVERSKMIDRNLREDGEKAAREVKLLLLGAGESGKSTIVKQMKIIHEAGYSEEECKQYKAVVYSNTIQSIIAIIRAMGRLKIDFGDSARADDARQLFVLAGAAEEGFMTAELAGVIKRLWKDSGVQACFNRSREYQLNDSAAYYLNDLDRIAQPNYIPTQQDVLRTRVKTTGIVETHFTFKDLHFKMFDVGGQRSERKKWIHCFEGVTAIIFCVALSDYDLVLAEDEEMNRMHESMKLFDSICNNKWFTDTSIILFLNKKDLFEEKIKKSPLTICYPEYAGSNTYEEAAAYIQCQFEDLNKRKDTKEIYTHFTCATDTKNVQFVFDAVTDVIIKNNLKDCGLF
# Active calls of the source: *; i = inactive; ? = inconclusive; / = not tested or not shown; [ ] = dose if it differs, or a comment. Unless noted, calls follow the shape of the dose curve; as a rule, active = well fitted curve in the direction sought with a large enough effect; inconclusive = small, poorly fitted or top-dose-only effect, or another doubt; inactive = no such curve, though single readings can be large; an effect the other way counts as inactive or inconclusive. Unless noted, % is scaled to controls: 0 for no effect and ±100 for the full control effect; potency is read from the fitted curve at half-maximal effect. Not all compounds are listed. The share of hits here may be higher or lower than overall.
SMILES,Tau fibril FP,Tau fibril ThT,L3MBTL1 block,TRb SRC2 PPI,TexasRed fluor,RECQ1 inh,KDM4E inh,GoLoco inh red
COc1ccc(OC)c(S(=O)(=O)N2CCC(C(=O)NCC3CCCO3)CC2)c1 (stereo unspecified),-1%,0%,-15%,-11%,0%,-4%,4%,7%
CC(C)(C)c1csc(NC(=O)Cn2cnc3ccccc3c2=O)n1,-3%,1%,-5%,1%,-1%,-3%,0%,6%
CC(C)CCNC(=O)c1c(CSc2ccccc2)noc1C(=O)NCc1ccccc1,6%,-10%,/,5%,-4%,i,2%,7%
CNC(=O)c1ccc(NC(=O)c2nsc3ccccc23)cc1,?,-9%,/,4%,-4%,/,/,/
CC(C)(C)c1ccc(S(=O)(=O)NCc2ccc(C(=O)NCc3ccccn3)cc2)cc1,9%,-5%,-2%,-6%,0%,-3%,1%,-5%
COc1cc(-c2noc(C3CC(=O)N(c4ccc5c(c4)OCCO5)C3)n2)cc(OC)c1OC (stereo unspecified),-5%,-4%,/,-11%,-3%,/,/,/
CCCCS(=O)CC(O)COCC (stereo unspecified),-5%,-9%,/,-6%,1%,i,0%,-2%
CC(C)(C)C1CCc2c(sc(NC(=O)c3noc4c3CCCC4)c2C#N)C1 (stereo unspecified),-7%,?,/,-1%,-49%,/,/,/
Cc1cc(C)nc(SCC(=O)Nc2ncc(Cc3cccc(Cl)c3)s2)n1,-15%,-12%,2%,-4%,-2%,5%,5%,-10%
COc1cc2c(cc1OC)C1=C(C#N)COCN1CC2,-14%,?,-5%,-2%,0%,15%,?,-15%
CCc1nc(N2CCN(C(=O)c3ccccc3)CC2)c2c3c(sc2n1)CCCC3,-4%,-19%,-8%,7%,-1%,?,-6%,5%
Cc1cc(S(=O)(=O)Nc2cc3c(cc2N2CCOCC2)n(C)c(=O)c(=O)n3C)ccc1F,-1%,-9%,/,0%,-1%,/,/,/
COC(=O)c1sccc1NC(=S)N1CCC(C)CC1,-5%,-10%,/,-4%,0%,-5%,0%,7%
COC(=O)c1cc2sccc2n1CC(=O)Nc1cccc(SC)c1,-11%,9%,/,-5%,0%,3%,4%,6%
CCC(=O)N1CCc2cc(CNC(=O)c3ccccc3C)ccc21,-4%,-7%,/,-6%,0%,/,/,/
CCC(C)n1cnc2c(c1=O)c1nc3ccccc3nc1n2Cc1ccc(OC)cc1 (stereo unspecified),-9%,?,-5%,-2%,-11%,i,?,2%
COc1cc([N+](=O)[O-])c2ncsc2c1,6%,9%,-3%,3%,0%,-1%,3%,12%
COc1ccc(/C=C(\NC(=O)c2cccs2)C(=O)Nc2ccc(C)cc2)cc1OC,4%,-14%,9%,-6%,1%,1%,4%,6%
Cc1cc(C)c2oc(-c3cccc(NC(=O)c4ccc(F)cc4)c3)nc2c1,-1%,-10%,/,-1%,-2%,-13%,0%,9%
CCCNC(=O)c1ccc(Cn2c(SCC(N)=O)nc3ccccc3c2=O)cc1,-1%,7%,/,-3%,-5%,/,/,/
COC(=O)C(NC(=O)c1ccccc1)c1ccccc1 (stereo unspecified),-15%,-2%,0%,-2%,-2%,i,4%,-4%
Cc1cc(N2CCC(C)CC2)n2nc(C)c(-c3ccccc3)c2n1,-7%,-1%,4%,-16%,1%,4%,13%,-15%
COC(=O)c1ccc(N2CCN(S(=O)(=O)c3ccc4ccccc4c3)CC2)c([N+](=O)[O-])c1,-7%,-18%,-13%,-14%,1%,-17%,-1%,0%
CN1CCN(c2ccccc2NC(=O)c2cccc([N+](=O)[O-])c2)CC1,7%,-1%,-7%,-5%,-5%,i,2%,6%
COc1ccc2c(c1)O[C@@H]1c3ccc(OC)cc3OCC21 (stereo partly specified),4%,5%,/,0%,0%,-3%,2%,1%
SMILES,Tau fibril FP,Tau fibril ThT,L3MBTL1 block,TRb SRC2 PPI,TexasRed fluor,RECQ1 inh,KDM4E inh,GoLoco inh red
O=C(CN1CCN(c2nc(-c3ccccc3)cs2)CC1)NNC(=O)c1ccc(Br)cc1,7%,-5%,-2%,-6%,-3%,-7%,6%,3%
Cc1ccc(OCCn2cc(/C(N)=N/O)c3ccccc32)cc1C,15%,-21%,-11%,3%,-1%,-9%,-6%,-14%
CC(C)(C)c1ccc(NC(=O)c2c(F)cccc2Cl)cc1,?,?,13%,4%,1%,-8%,-10%,7%
Cc1nc2ccc(C(=O)N3CCN(c4ccccn4)CC3)cc2s1,-1%,-10%,/,-13%,-1%,-2%,-3%,11%
COC(=O)c1ccc(Cl)cc1NC(=O)N1CC2CCCN2c2ccccc21 (stereo unspecified),10%,?,/,5%,1%,/,/,/
Cc1nc(NCCOc2ccccc2)sc1C(=O)Nc1ccccc1,0%,-17%,0%,4%,0%,5%,-4%,0%
CCCCCn1c(N)c(-c2nc3ccccc3o2)c2c([N+](=O)[O-])nn(CC)c(=O)c21,3%,-13%,-6%,6%,-3%,-4%,-3%,36%[activator]
Cc1onc(-c2ccccc2)c1-c1csc(N/N=C/c2ccccc2Cl)n1,9%,-16%,-4%,4%,2%,-18%,?,6%
Cc1cc(C)cc(OCCCn2c(-c3ccc(Cl)cc3)nc3ccccc3c2=O)c1,-5%,-15%,/,-3%,-4%,/,/,/
Cc1ccc(C)c(Nc2ncnc3nc[nH]c23)c1,8%,-5%,/,-5%,-1%,-16%,8%,6%
COc1cc(C=O)ccc1OCCOCCOc1ccccc1Cl,2%,?,-1%,-2%,-2%,-6%,-2%,11%
Cc1nc(NC(=O)c2ccccc2)sc1-c1csc(Nc2ccc(F)cc2)n1,?,11µM*,-1%,6%,3%,9%,-8%,29%
CCn1c(C)cc(O)cc1=O,0%,1%,7%,0%,1%,-15%,1%,-5%
Cc1ccccc1Nc1nc(N)nc(COC(=O)c2cccc(S(=O)(=O)N(C)c3ccccc3)c2)n1,-11%,0%,-11%,1%,2%,-10%,-1%,11%
Cc1ccccc1Nc1nc(N)nc(CSc2nc3ccccc3c(=O)n2CCCO)n1,-4%,-17%,-8%,-18%,0%,-1%,-7%,12%
COc1cc(/C=N/NC(=O)C2(O)c3ccccc3-c3ccccc32)ccc1O,5%,-7%,-17%,-2%,0%,-1%,-1%,-1%
CC(=O)c1cccc(NC(=O)c2cc3nc(C)cc(C)n3n2)c1,0%,-11%,/,-9%,-9%,-1%,?,4%
CCCCCCC(=O)N1CCC(c2nc3c(nnn3Cc3ccccc3Cl)c(=O)[nH]2)CC1,-3%,-13%,/,-3%,-5%,-5%,3%,3%
COc1ccc(NS(=O)(=O)c2cc3c(cc2C)NC(=O)CO3)c(OC)c1,-6%,-9%,5%,-3%,2%,/,/,/
CSc1ccc(C(=O)C2CCCN(C(=O)c3ccc(C)nc3)C2)cc1 (stereo unspecified),-6%,-4%,3%,-1%,-1%,-9%,7%,2%
Cc1c(Cl)c([N+](=O)[O-])nn1CC(=O)N1CCc2ccccc2C1,-14%,-8%,-9%,5%,-1%,-3%,-7%,-5%
COc1ccc(N2CC(NC(=O)COc3ccccc3)CC2=O)cc1OC (stereo unspecified),-1%,9%,/,-12%,2%,/,/,/
CCCc1cc(SCC(=O)Nc2c(C)n(C)n(-c3ccccc3)c2=O)n2c(nc3ccccc32)c1C#N,-16%,3%,/,-3%,-3%,-6%,5%,4%
COc1ccc(NC(=O)c2cc(CN3CCCC3)on2)cc1Cl,-6%,-10%,/,-4%,-4%,/,/,/
O=C(CSCCO)N1CCc2ccccc21,5%,-6%,-2%,-2%,-1%,i,-2%,-7%
SMILES,Tau fibril FP,Tau fibril ThT,L3MBTL1 block,TRb SRC2 PPI,TexasRed fluor,RECQ1 inh,KDM4E inh,GoLoco inh red
Cc1cc(Nc2ccc(Cl)cc2)nc(N2CCOCC2)n1,-4%,1%,-1%,-3%,0%,i,-24%,-4%
CCOC(=O)c1cnc2c(ccc3ccccc32)c1Nc1ccc(OC)c(OC)c1,1%,?,/,9%,-3%,/,/,/
C=C1CCC[C@]2(C)C[C@H]3OC(=O)[C@H](CNCCc4ccccc4OC)C3CC12 (stereo partly specified),0%,-2%,/,2%,-1%,-10%,-6%,2%
O=C(c1ccc(F)cc1)N1CCCN(c2nc(-c3ccccc3)ns2)CC1,-3%,/,/,-5%,0%,-2%,7%,1%
CC(=O)N(Cc1cccnc1)c1nc2ccc(F)cc2s1,-7%,3%,/,-5%,0%,/,/,/
COc1ccc(C(=O)COC(=O)c2cc(-c3ccccc3)nc3c(C)cccc23)cc1,?,-1%,/,0%,-16%,/,/,/
c1csc(Cc2nn3c(-c4n[nH]c5c4CCC5)nnc3s2)c1,10%,?,/,2%,-4%,14µM*,8%,30%
N#CCSc1nc2cc(C(=O)N3CCCC3)ccc2c(=O)n1Cc1ccccc1,-1%,-8%,-2%,-1%,0%,-6%,7%,6%
CC1CCN(Cc2c(O)ccc3c2O/C(=C\c2ccco2)C3=O)CC1,-8%,?,10µM*,-1%,0%,-2%,?,36%[activator]
CC1CC(=O)NN=C1c1ccc(N)c([N+](=O)[O-])c1 (stereo unspecified),-2%,?,3%,-1%,?,-2%,2%,9%
Cc1cccc(NC(=S)NC(C)CCc2ccccc2)c1 (stereo unspecified),-2%,-6%,-3%,2%,-5%,-1%,5%,/
C[C@H](NC(=O)c1ccccc1Cl)C(=O)OCCOc1ccc(Cl)cc1,1%,-1%,24%,4%,-4%,-10%,11%,4%
Clc1ccc(-c2nc3ccncc3[nH]2)cc1,-6%,4%,1%,8%,-1%,0%,?,8%

# Entries of single compounds as entered above. Order of screens: Tau fibril FP | Tau fibril ThT | L3MBTL1 block | TRb SRC2 PPI | TexasRed fluor | RECQ1 inh | KDM4E inh | GoLoco inh red
# `O=C(c1ccc(F)cc1)N1CCCN(c2nc(-c3ccccc3)ns2)CC1` reads -3% | / | / | -5% | 0% | -2% | 7% | 1%
# `Cc1cccc(NC(=S)NC(C)CCc2ccccc2)c1` (stereo unspecified) reads -2% | -6% | -3% | 2% | -5% | -1% | 5% | /
# `N#CCSc1nc2cc(C(=O)N3CCCC3)ccc2c(=O)n1Cc1ccccc1` reads -1% | -8% | -2% | -1% | 0% | -6% | 7% | 6%
# `COc1ccc(C(=O)COC(=O)c2cc(-c3ccccc3)nc3c(C)cccc23)cc1` reads ? | -1% | / | 0% | -16% | / | / | /
